# Screening data deposited in PubChem by National Center for Advancing Translational Sciences (NCATS).
# S3 lipid droplet – qHTS Assay for Lipid Storage Modulators in Drosophila S3 Cells. Drosophila S3 cells, BODIPY lipid droplet fluorescence, 18-24 h; cells fed with added oleic acid. lipid storage change, negative = inhibition, % at the top dose, mostly 46.1 µM; hits show Potency in µM. 0.64% of 320,000 active; active means well fitted inhibition curve with a large enough effect in the signal ratio, with a control signal flat, not every such curve was filed as active; inconclusive means small, poorly fitted or top-dose-only effect, or effect the other way, or a change in a side signal; the % refers to the signal ratio
#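 Laser-scanning cytometry quantifies lipid droplet accumulation (500–530 nm total intensity; droplet/cell object ratio) in oleic acid-fed (400 uM added) Drosophila S3 cells treated with a concentration series. 20 uM Triacsin C defined 100% inhibition.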
# S3 lipid droplet cell count max – second read-out of S3 lipid droplet, no call of its own (marks repeat the call); cell number change, %; measured here: cell count max response;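 cells counted by Cell Tracker Red CMTPX staining in the red channel; peak over a dose series mostly up to 46.1 µM; percent activity relative to internal control wells on each plate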
# An asterisk follows results filed as active; i = inactive; ? = inconclusive; . = not tested or not shown; [ ] = remark or other dose. On the % scale 0 is the no-effect control and ±100 the full control effect; potency means the concentration at half of the fitted maximal effect. This is a subset; count on the stated rates, not on these rows.
SMILES | S3 lipid droplet | S3 lipid droplet cell count max
CNC(=S)NC1CC2CCCC(C1)N2Cc1ccc(C)cc1 (stereo not given) | ? | .
CCOc1ccc(/C=N/NC(=O)c2ccc(O)cc2)cc1CN1CC2CC(C1)c1cccc(=O)n1C2 (stereo not given) | -3% | 0
CC(=O)c1ccc(NC(=O)Nc2ccccc2)cc1 | i | -14
Cc1cc(=O)[nH]c(N/N=C/c2cc(C)n(CC(F)(F)F)c2C)n1 | 21% | .
COc1ccc(C(=O)NCC(=O)c2ccccc2)cc1 | ? | .
COc1cccc(CN2CCC(Oc3ccc(C(=O)N4CCCCC4)cc3)CC2)c1O | 17% | -1
CC(NC(=O)c1ccccc1F)c1nnc(SCc2nc3ccccc3c(=O)[nH]2)n1C (stereo not given) | -11% | .
CN(C)c1ccc(C2Nc3cccc4cccc(c34)N2)cc1 | -9% | 8
Cn1c(CSCc2ccccc2Cl)n[nH]c1=S | 18% | 4
COc1cc2ncnc(NCc3ccc(Cl)cc3)c2cc1OC | ? | .
CCn1c(SCC(=O)NCC2CCCO2)nnc1-c1ccccc1 (stereo not given) | 7% | -6
COc1ccc(CSc2nnnn2-c2ccc(C(N)=O)cc2)cc1[N+](=O)[O-] | ? | .
COc1ccc(CCNC(=O)C(C)OC(=O)c2ccco2)cc1OC (stereo not given) | ? | .
Cc1ccc(S(=O)(=O)N2CCN(C(=O)COC(=O)CCc3ccccc3)CC2)c(C)c1 | 7% | -8
CN(C)c1ccc(N=Cc2cccn2C)cc1 | ? | .
COc1ccc(/C=N/NC(=O)c2cccc([N+](=O)[O-])c2)cc1O | ? | .
O=C(C[n+]1cc(-c2ccc(Cl)cc2)n2c1CCCCC2)c1ccccc1 | ? | .
CC(NC(=O)CN1CCOCC1)c1ccccc1 (stereo not given) | ? | .
Cc1ccc(C)c(NC(=O)COC(=O)c2cc(=O)c3ccccc3o2)c1 | ? | .
COc1cc(SC)ccc1C(=O)N1CCc2ccccc21 | ? | .
CCN1C(=O)c2ccccc2Sc2ccc(C(=O)NCCCN(CC(C)C)CC(C)C)cc21 | ? | .
CCSc1nnc(NC(=O)c2ccccc2)s1 | ? | .
Cc1nnc(SCC(=O)Nc2nccs2)n1N | ? | .
Cc1cc(C(F)(F)F)nn1CC(=O)Nc1cccnc1 | i | -23
Cc1ccc(SCc2[nH]nc3c2C2(C(=O)Nc4ccc(F)cc42)C(C#N)=C(N)O3)cc1 (stereo not given) | ? | .
O=C(Oc1ccc(Cl)c2cccnc12)c1ccco1 | ? | .
CCCCOC(=O)c1ccc(S(N)(=O)=O)o1 | ? | .
CCC(C)C(NC(=O)C1CCC(C)CC1)C(=O)NCc1ccco1 (stereo not given) | i | .
CCc1noc(C)c1C(=O)Oc1ccc(N(C)S(=O)(=O)c2ccc(C)cc2)cc1 | 15% | -26
CC(C)OCCCNC(=O)Cn1nc(-c2ccccc2)ccc1=O | ? | .
CCCC[C@]12Cc3cc(C#N)ccc3C(O1)c1c(cc(-c3ccccc3)oc1=O)O2 | 15%[9.22 µM] | 6
COc1ccc([N+](=O)[O-])cc1NC(=O)Cc1c(Cl)cccc1Cl | 2% | -7
COc1ccc2oc(=N)c(C(=O)Nc3ccc(Cl)cc3)cc2c1 | -6% | 5
COC(=O)c1ccc(-c2sc3nc(N4CCOCC4)c4c(c3c2N)CCCC4)o1 | ? | .
Cc1c(C(=O)OCc2ccccc2)nnn1-c1nonc1N | ? | .
O=C(CSc1ccc(-c2ccncc2)nn1)N1CCN(c2ccccc2)CC1 | -4% | 10
CCOc1ccc(NC(=O)C(Cc2ccccc2)NC(=O)C2CCCCC2)cc1 (stereo not given) | 0% | 6
Cc1cc(C)n(S(=O)(=O)c2ccc(F)cc2)n1 | ? | .
O=C(COC(=O)c1ccc(-c2ccc([N+](=O)[O-])cc2)o1)NC(=O)NC12CC3CC(CC(C3)C1)C2 | ? | .
CCN(CC(=O)NC(C)C)C(=O)[C@@H](NC(=O)c1ccco1)C(C)C | ? | .
Cc1ccc(/C=C/C(=O)Nc2ccncc2)o1 | ? | .
O=C(CNC(=O)c1ccc2ccccc2c1)NCc1ccccc1F | i | 2
COCCCn1c(SCC(=O)Nc2ccc(C(C)=O)cc2)nc2ccccc2c1=O | ? | .
COc1cccc(N2CCN(C(=O)CCS(=O)(=O)c3ccc4c(c3)oc(=O)n4C)CC2)c1 | i | 6
Cc1ccc(CN(C)C(=O)C2CCN(C(=O)Nc3ccccc3)CC2)o1 | ? | .
Cc1ccc(S(N)(=O)=O)cc1 | ? | .
CC(C)[C@H](Nc1ccc(C(F)(F)F)cc1[N+](=O)[O-])C(=O)O | ? | .
CC(=O)c1ccc(NC(=O)CCc2c(C)nc3ncnn3c2C)cc1 | 10% | 7
COc1ccc(N2CCOCC2)c(NC(=O)c2ccco2)c1 | ? | .
Cc1cccc(C)c1NC(=O)CN1CCNCC1 | ? | .
CCOc1ccc(C(=O)NCC2CCN(CC3CCCCC3)CC2)cc1 | -25% | 28
CCOc1ccc(/C=C(\C#N)C(=O)NCC2CCCO2)cc1OCC (stereo not given) | ? | .
COc1ccc(C(=O)NCCSCc2ccc(Cl)cc2)cc1OC | ? | .
O=C(Nc1ccccc1)c1cccnc1Nc1ccccc1 | ? | .
Cc1ccc(NC(=O)c2cncc(Br)c2)nc1 | ? | .
COc1ccccc1C(=O)NC(=O)COC(=O)c1ccc(Cl)cc1[N+](=O)[O-] | ? | .
CCC(C)(C)c1nnc(NC(=O)c2cccc([N+](=O)[O-])c2)s1 | ? | .
CC(=C/c1ccccc1)/C=N/n1c(-c2ccncc2)n[nH]c1=S | ? | .
Clc1c(-c2nnc3n2CCCCC3)sc2ccccc12 | -8% | 7
Cc1c(Cl)cccc1NC(=O)NCc1ccc(F)cc1 | -8% | 4

# New compounds follow
SMILES | S3 lipid droplet | S3 lipid droplet cell count max
Cn1cc(CNC(=O)C2CCC(=O)N(Cc3cccc(C(F)(F)F)c3)C2)cn1 (stereo not given) | ? | .
O=C(NC1CCCC1)C1CCC(CNS(=O)(=O)c2ccc(F)cc2)CC1 (stereo not given) | i | -22
O=C(N/N=C/c1cc(Br)c(Br)o1)c1cccnc1 | 5% | 11
Cc1cccc(/C=C/C(=O)c2ccc(N3CCOCC3)cc2)c1 | ? | .
Cc1ccc(S(=O)(=O)n2nc(OC(=O)c3ccccc3C)cc2N)cc1 | ? | .
COc1ccc2[nH]c3c(=O)n(CCCC(=O)NC4CCCCC4C)c(=S)[nH]c3c2c1 (stereo not given) | ? | .
Cc1ccc(N=c2oc3cc(O)ccc3cc2C(N)=O)cc1 | i | .
COc1ccc(CCNC(=O)CN(c2cc(C)cc(C)c2)S(=O)(=O)c2c(C)noc2C)cc1OC | ? | .
CCOc1ncccc1C(=O)Nc1nc(SC)ns1 | ? | .
CCn1c(SCC(=O)c2ccccc2)nnc1-c1cccs1 | ? | .
COc1ccc(-c2nc(S(=O)(=O)c3ccc(C)cc3)c(N3CCCC3)o2)cc1 | ? | .
COc1ccc(C2NC(=O)CS2)cc1OC (stereo not given) | ? | .
CCc1nc(N)c(C#N)c(-c2ccccc2OC)c1C | i | 5
O=C(CCSCc1cccc(Cl)c1)NCCc1ccc(Cl)cc1 | -2% | -11
Cc1ccc(Cl)cc1N1CCN(S(=O)(=O)c2ccc3[nH]c(=O)c(=O)[nH]c3c2)CC1 | ? | .
CC1(NC(=O)NCCCCCCNC(=O)NC2(C)CCS(=O)(=O)C2)CCS(=O)(=O)C1 (stereo not given) | i | -22
O=NC1=C(c2c(O)[nH]c3ccccc23)CCCC1 | i | 14
O=C(NCC1CCCO1)c1cc([N+](=O)[O-])ccc1N1CCC(Cc2ccccc2)CC1 (stereo not given) | ? | .
COc1cccc(C2CC(c3cccs3)=NN2C(=O)CSC2=NCCS2)c1OC (stereo not given) | -9% | -12
COc1ccc(C(=O)C2CCN(CC(=O)Nc3ccc(C)cc3)CC2)cc1 | -22% | 16
CC(NC(=O)COC(=O)COc1ccc(C(=O)c2ccccc2)cc1)c1ccccc1 (stereo not given) | 2% | -9
Cc1ccc(C(=O)N2CC3(C)CN(C(=O)c4ccc(C)cc4)CC(C)(C2)C3=O)cc1 | ? | .
Nc1cc(=O)[nH]c(SCC(=O)c2ccc(O)cc2O)n1 | -3% | 17
Cc1cccc(N2CCN(C(=O)CN3C(=O)NC(C)(C)C3=O)CC2)c1C | 10% | 10
CCCn1c(NC(=O)C2CCN(C(=O)c3ccccc3C)CC2)nc2ccccc21 | ? | .
Cc1n[nH]c(C)c1CCCOc1ccccc1 | ? | .
O=C(CNC(=O)c1ccccc1)OCC(=O)N1c2ccccc2Sc2ccccc21 | ? | .
CC1CCc2cc(F)cc3c(O)c(C(=O)NCc4ccco4)c(=O)n1c23 (stereo not given) | 10% | -15
COc1ccccc1NC(=O)Nc1ccccc1C(=O)NCCCN1CCOCC1 | 13% | 7
COc1ccc(C2(CNC(=O)c3cccc([N+](=O)[O-])c3)CCOCC2)cc1OC | 9% | 4

# Entries of single compounds, quoted from the list. Order of screens: S3 lipid droplet	S3 lipid droplet cell count max
# CC(NC(=O)COC(=O)COc1ccc(C(=O)c2ccccc2)cc1)c1ccccc1 (stereo not given) is listed as 2%	-9
# COc1cccc(C2CC(c3cccs3)=NN2C(=O)CSC2=NCCS2)c1OC (stereo not given) is listed as -9%	-12

# The listing continues.
SMILES | S3 lipid droplet | S3 lipid droplet cell count max
O=C(CCNS(=O)(=O)c1cccc2nsnc12)Nc1ccc2c(c1)OCCO2 | ? | .
CSc1nc(C)cc(OCCNS(=O)(=O)c2cc(C)ccc2C)n1 | ? | .
Cc1cc(C)c(S(=O)(=O)N(C2=NCCS2)S(=O)(=O)c2c(C)cc(C)cc2C)c(C)c1 | -4% | -12
O=C(c1ccc(-n2ccnc2)cc1)N1CCCC(CO)(Cc2cccc(Cl)c2)C1 (stereo not given) | i | .
O=C(Cn1cncn1)NCc1cc(F)ccc1F | -17% | -10
C=CCn1c(O)c(N=O)c2ccccc21 | 3% | -4
C=CCn1c(=O)c2ccc(C(=O)NCc3ccccc3)cc2n(Cc2cccc(Cl)c2)c1=O | 12% | -9
CCOc1cc(C2C(C(=O)c3ccco3)=C(O)C(=O)N2Cc2ccccc2)ccc1O (stereo not given) | ? | .
CCOc1ccc(Oc2ccc(Cl)cc2N)cc1 | ? | .
COC(=O)C1=C(N)Oc2cc(C)n(Cc3ccccc3)c(=O)c2C1c1ccccc1 (stereo not given) | ? | .
Cc1ccccc1-c1nnc(CN2CCN(C(=O)c3ccco3)CC2)o1 | ? | .
CS(=O)(=O)N(CC(=O)N1CCc2ccccc2C1)Cc1ccccc1 | ? | .
COc1cccc(NC(=O)Cn2c(=O)n(CCCC(=O)NCc3ccco3)c(=O)c3ccccc32)c1 | ? | .
O=C(COC(=O)c1ccccc1)Nc1cccc(S(=O)(=O)NC2=NCCCCC2)c1 | ? | .
OCCN1CCN(Cc2nc(-c3cccc(Cl)c3)no2)CC1 | 5% | 6
CC1CCN(CCCNC(=O)Cn2ncc3c([nH]c4ccccc43)c2=O)CC1 | i | -16
Cc1cccc(NC(=O)c2ccc(S(=O)(=O)NCc3cccnc3)cc2)c1 | ? | .
Cc1ccc(CN(CC(=O)NCCc2ccccc2)C(=O)CCCC(=O)Nc2cc(C)on2)cc1 | ? | .
COc1ccc(-c2coc3cc(O)cc(O)c3c2=O)cc1 | ? | .
CCCCN1Cc2cc(C(=O)c3cc(F)ccc3O)cnc2NC1=O | 14% | -13
CCc1cc2ccc(C)cc2nc1SCC(=O)N1CCN(C(=O)c2ccco2)CC1 | i | -13
CCNC(=S)NCCN1CCOCC1 | ? | .
Cc1ccccc1NC(=O)c1cc(S(=O)(=O)Nc2cccc(C(=O)O)c2)ccc1Cl | ? | .
O=c1nc(/C=C/c2ccc(-c3ccc(F)cc3)o2)cc(C(F)(F)F)[nH]1 | ? | .
O=C(Cn1nnc(-c2ccccc2)n1)N1CCN(c2ccc(F)cc2)CC1 | 4% | 5
COc1ccc(OC)c(NC(=O)NNC(=O)COc2ccc([N+](=O)[O-])cc2)c1 | 10% | 3
O=C(CSc1ncc(-c2ccc(F)cc2)[nH]1)Nc1cccc(O)c1 | ? | .
CCOC(=O)c1sc(NC(NC(=O)c2ccco2)(C(=O)OC)C(F)(F)F)nc1C (stereo not given) | 0% | 2
CCOC(=O)CC1ON(C)C(=O)N1c1ccc([N+](=O)[O-])cc1 (stereo not given) | ? | .
Cn1ccnc1SCc1cc(=O)[nH]c2ccccc12 | ? | .
N#Cc1c(-c2cccc(Br)c2)cc(-c2cccnc2)nc1N | ? | .
N#Cc1c(/N=C/c2ccco2)sc2c1CCC2 | ? | .
CN(C)c1nc2c(c(=O)[nH]c(=O)n2C)n1CCOc1ccccc1 | ? | .
O=C(Cc1cccs1)Nc1nnc(CCc2ccccc2)s1 | i | .
COc1ccccc1CNC(=O)[C@@H]1CCCN1S(=O)(=O)c1ccc(C)cc1 | ? | .
Brc1ccc(-c2nc(-c3ccncc3)no2)o1 | ? | .

# Pulled by compound from above (five):
SMILES | S3 lipid droplet | S3 lipid droplet cell count max
Cn1c(CSCc2ccccc2Cl)n[nH]c1=S | 18% | 4
CCN1C(=O)c2ccccc2Sc2ccc(C(=O)NCCCN(CC(C)C)CC(C)C)cc21 | ? | .
COc1cccc(N2CCN(C(=O)CCS(=O)(=O)c3ccc4c(c3)oc(=O)n4C)CC2)c1 | i | 6
Cc1cc(C)c(S(=O)(=O)N(C2=NCCS2)S(=O)(=O)c2c(C)cc(C)cc2C)c(C)c1 | -4% | -12
CCn1c(SCC(=O)c2ccccc2)nnc1-c1cccs1 | ? | .
